TSHR antagonist – Antagonists of the Thyroid Stimulating Hormone Receptor: HTS campaign. Thyrotropin receptor (Homo sapiens), P16473. TSHR-expressing cells, TSH-stimulated cAMP HTRF, 2 h; stronger effect = lower value. activity change, negative = inhibition, % at 11.5 µM. 330,000 tested, 0.2% active. AID 504810, 2011;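 active = activity change below a set negative limit, meaning inhibition stronger than a set level, cut at about -70% in these data; inconclusive = activity change between two set negative limits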; also: % is scaled to controls: 0 for no effect and ±100 for the full control effect
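TSHR-expressing cells, 200/well, pre-treated with compound, then stimulated with EC80 TSH (4nM final) for 2 hours at 37 deg C. cAMP measured by competitive HTRF: anti-cAMP cryptate antibody in lysis buffer plus cAMP-d2, read after 30 minutes at room temperature.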
Menin-MLL TR inh – qHTS Assay for Inhibitors Targeting the Menin-MLL Interaction in MLL Related Leukemias: Competition With Texas Red Labeled MLL-derived Mutant Peptide. O00255. Menin + Texas Red MLL mutant peptide, fluorescence polarization. Potency, µM (highest dose often 61.6 µM), for the others: top-dose FP activity change, negative = inhibition, actives largely listed as inhibitors. 270,000 tested, 0.23% active; active = well fitted inhibition curve with a large enough effect in the polarisation, with a control signal flat, not every such curve was filed as active; inconclusive = small, poorly fitted or top-dose-only effect, or effect the other way, or a change in a side signal; inactive = no such curve, though single readings can be large or run the other way; the % refers to the polarisation; also: potency is read from the fitted curve at half-maximal effect; % of control where 0% means no effect; many of its hits are not listed in these tables
AT treatment – qHTS Assay for Identifying a Potential Treatment of Ataxia-Telangiectasia | […] A-T fibroblasts, KAP-1 phosphorylation AlphaLISA; neocarzinostatin DNA damage 30 min before lysis | Potency, µM (highest dose often 57.5 µM), for inactives: at the highest dose activation, hits mostly activators | 320,000 tested, 0.19% active; also: potency is read from the fitted curve at half-maximal effect; % of control where 0% means no effect; nearly all actives have a fitted effect of over 45% in size
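hTERT-immortalized A-T patient fibroblasts ([…]), 500 cells/well in OPTI-MEM, 1% FBS, got compounds for 60 min, then NCS for 30 min at 37C. Lysates were then assayed for phospho-KAP-1 by AlphaLISA (anti-pKAP1 donor, anti-KAP1 acceptor beads), 6 hr at 25C.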
MLL CXXC-DNA inh – qHTS Fluorescence Polarization Assay for Inhibitors of MLL CXXC domain - DNA interaction | Histone-lysine N-methyltransferase 2A (Homo sapiens), Q03164 | MLL-CXXC / FITC-HOXA9 DNA fluorescence polarization | Potency, µM (series often up to 115 µM), inactives show at the top dose activity change, negative = inhibition, actives largely listed as inhibitors | 290,000 tested, 0.037% active | AID 2662, 2010; active = well fitted inhibition curve with a large enough effect in the polarisation, with a control signal flat, not every such curve was filed as active; inconclusive = small, poorly fitted or top-dose-only effect, or effect the other way, or a change in a side signal; inactive = no such curve, though single readings can be large or run the other way; the % refers to the polarisation; also: potency is read from the fitted curve at half-maximal effect
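Fluorescence polarization: 7 uM MLL-CXXC (stock) preincubated 5 min with compounds, then 50 nM fluorescein-HOX-A9 DNA (stock) added; 30 min ambient. Buffer 50 mM Tris-HCl pH 7.5, 50 mM NaCl, 1 mM DTT, 0.05% BSA.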
MBNL1 CUG block – qHTS Assay for Inhibitors of MBNL1-poly(CUG) RNA binding | Muscleblind-like protein 1 (Homo sapiens), Q9NR56 | TR-FRET MBNL1-His/biotin-(CUG)12 binding, 665/545 ratio | Potency, µM (titrated, usually from 57.5 µM), for the others: top-dose activity change, negative = inhibition, usual class: inhibitors | 280,000 tested, 0.036% active; active = well fitted inhibition curve with a large enough effect in the signal ratio, with a control signal flat, not every such curve was filed as active; inconclusive = small, poorly fitted or top-dose-only effect, or effect the other way, or a change in a side signal; inactive = no such curve, though single readings can be large or run the other way; the % refers to the signal ratio; also: potency is read from the fitted curve at half-maximal effect; % is scaled to controls: 0 for no effect and ±100 for the full control effect
Target sequence (Q9NR56 whole entry, looked up): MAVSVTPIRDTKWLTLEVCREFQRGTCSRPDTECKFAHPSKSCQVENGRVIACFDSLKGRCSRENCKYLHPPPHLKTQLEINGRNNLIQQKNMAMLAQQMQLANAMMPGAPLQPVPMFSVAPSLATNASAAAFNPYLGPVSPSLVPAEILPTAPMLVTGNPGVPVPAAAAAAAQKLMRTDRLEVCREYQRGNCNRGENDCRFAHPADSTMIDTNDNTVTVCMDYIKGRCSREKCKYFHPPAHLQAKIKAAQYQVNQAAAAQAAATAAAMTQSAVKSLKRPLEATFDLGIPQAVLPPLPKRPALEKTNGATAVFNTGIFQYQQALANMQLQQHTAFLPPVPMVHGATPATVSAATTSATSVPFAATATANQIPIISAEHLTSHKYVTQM
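TR-FRET between His-tagged MBNL1 and biotin-(CUG)12 RNA, detected with Tb anti-His antibody (0.055 ng/ul) and streptavidin-XL665 (5 nM), 60 min at room temperature. Compounds titrated 92 nM to 58 uM; 665/545 nm ratio normalized to buffer and complex controls.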
TSG101-PTAP inh – qHTS Assay for Iinhibitors of HIV-1 Budding by Blocking the Interaction of PTAP/TSG101. Potency, µM (titrated, usually from 115 µM), without a hit: top-dose activity change, negative = inhibition, hits mostly inhibitors. 340,000 tested, under 10 active. Tumor susceptibility gene 101 protein (Homo sapiens), Q99816. Fluorescence polarization, FITC-PTAP peptide / Tsg101 binding; active = well fitted inhibition curve with a large enough effect in the main read-out, with a control signal flat, not every such curve was filed as active; inconclusive = small, poorly fitted or top-dose-only effect, or effect the other way, or a change in a side signal; inactive = no such curve, though single readings can be large or run the other way; also: potency is read from the fitted curve at half-maximal effect; % of control where 0% means no effect
Target sequence (Q99816 whole entry, looked up): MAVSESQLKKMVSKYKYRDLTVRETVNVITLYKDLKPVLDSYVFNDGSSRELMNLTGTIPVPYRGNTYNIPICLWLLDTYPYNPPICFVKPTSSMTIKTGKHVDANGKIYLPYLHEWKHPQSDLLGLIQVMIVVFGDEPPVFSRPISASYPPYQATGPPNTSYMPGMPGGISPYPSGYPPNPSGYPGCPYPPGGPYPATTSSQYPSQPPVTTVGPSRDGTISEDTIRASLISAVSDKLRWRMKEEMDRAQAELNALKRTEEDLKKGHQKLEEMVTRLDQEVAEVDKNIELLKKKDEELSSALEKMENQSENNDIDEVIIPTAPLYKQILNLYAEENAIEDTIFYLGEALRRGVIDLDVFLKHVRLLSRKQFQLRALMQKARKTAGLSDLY
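Fluorescence anisotropy tracks displacement of a FITC-tagged PTAP peptide (50 nM) from the Tsg101 binding domain (10 uM), following a 20 min room-temperature incubation at pH 7.5.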
Mito fusion yeast – qHTS Assay for Small Molecule Inhibitors of Mitochondrial Division or Activators of Mitochondrial Fusion. S. cerevisiae fusion-defective mutant growth rescue, CellTiterGlo 48 h. Potency, µM (series often up to 46.1 µM), inactives show at the highest dose growth rescue (activation), most hits filed as activators. 320,000 tested, 0.23% active. AID 485298, 2010;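 also: potency is read from the fitted curve at half-maximal effect; % of control where 0% means no effect; nearly all actives have a fitted effect of over 45% in size; temperature-sensitive fusion mutants such as fzo1-1 at 37 °C on non-fermentable ethanol glycerol medium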
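Temperature-sensitive fusion-defective S. cerevisiae (e.g. fzo1-1, mgm1-5) were grown with compound in YPEG medium (3% ethanol, 3% glycerol) for 48 hours at 37C. Growth rescue was measured as viability by CellTiterGlo luminescence after 10 minutes at ambient.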
ASM inhibitor – Inhibitors of Secretory Acid Sphingomyelinase (S-ASM): qHTS | Sphingomyelin phosphodiesterase (Homo sapiens), P17405 | placental ASM, HMU-PC fluorogenic substrate, 60 min | Potency, µM (top dose mostly 57.5 µM), for the others: at the top dose activity change, negative = inhibition, most hits filed as inhibitors | 340,000 tested, 0.006% active; also: potency is read from the fitted curve at half-maximal effect
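qHTS format. ASM enzyme prepared from human placenta hydrolyses the fluorogenic substrate HMU-PC0 (9 uM final) over 60 min at 37 °C after a 10 min compound preincubation.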
a7 integrin act – qHTS for Activators of Integrin-Mediated Alleviation for Muscular Dystrophy. alpha7betagal myoblasts, beta-gal FDG fluorescence, 48 h. Potency, µM (series often up to 38.3 µM), without a hit: top-dose activation, hits mostly activators. 350,000 tested, 0.064% active;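 also: potency is read from the fitted curve at half-maximal effect; 100% = response of the positive control SU9516; nearly all actives have a fitted effect of over 60% in size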
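alpha7betagal+/- myoblasts (passage 13, 250/well) treated 48 h at 37C with compounds at 1:260 dilution of DMSO stock. Lysed, then beta-galactosidase activity read as FDG fluorescence (ex 480/em 540) after 30 min, with pre-read for autofluorescence.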
TCR activator – Activators of T cell receptors: qHTS campaign. 330,000 tested, under 10 active. AID 504894, 2011. Potency, µM (doses to about 9.22 µM), for the others: top-dose activation of IL-2 secretion, most hits filed as activators. primary human leukocytes, anti-CD3, IL-2 HTRF, 48 h; also: % of control where 0% means no effect
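Using a-CD3 beads without co-stimulation, primary human leukocytes were exposed to compounds for 48 hr. An HTRF IL-2 kit measured the cytokine, with europium-to-d2 energy transfer producing emission at 665nm upon 320nm excitation.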
Starred values were filed as active, the others as inactive; ? = inconclusive; / = not tested or not shown; [ ] = remark or other dose. Unless noted, calls follow the shape of the dose curve; as a rule, active = well fitted curve in the direction sought with a large enough effect; inconclusive = small, poorly fitted or top-dose-only effect, or another doubt; inactive = no such curve, though single readings can be large; an effect the other way counts as inactive or inconclusive. An excerpt, so the mix of outcomes need not match the whole.

SMILES	TSHR antagonist	Menin-MLL TR inh	AT treatment	MLL CXXC-DNA inh	MBNL1 CUG block	TSG101-PTAP inh	Mito fusion yeast	ASM inhibitor	a7 integrin act	TCR activator
Cc1nc2sc(C(c3ccco3)N3CCC(C)CC3)c(O)n2n1 (centres undefined)	-7	-2%	-2%	-10%	16%	-1%	-3%	-1%	3%	-5%[46.1 µM]
COc1cc(OC)cc(-c2nc(-c3cc4cc(C)ccc4nc3OC)no2)c1	-2	-18%	10%	2%	22%	0%	1%	8%	21%	-3%
Cc1cccc(C)c1N1C(=O)c2cccc([N+](=O)[O-])c2C1=O	33	-5%	13%	3%	?	-1%	-1%	-1%	-2%	0%[46.1 µM]
CCOC(=O)C1=C(CSc2nc3c(cc2C#N)CN(C)CC3)OC(N)=C(C#N)C1c1ccc(F)cc1 (centres undefined)	11	?	/	-4%	?	-7%	-3%	16%	8%	-1%
Cc1cccc(N(Cc2ccccc2)C(=O)c2ccc(S(C)(=O)=O)cc2)c1	58	/	9%	?	-4%	/	3%	4%	-1%	-1%
C#CC[N+](C)(C)CC#Cc1ccccc1	-4	-4%	-6%	0%	2%	-2%	1%	2%	-27%	15%
CCN(CCCNC(=O)CCc1nc(-c2ccc(OC)cc2)no1)c1cccc(C)c1	-7	-13%	/	1%	-7%	-5%	1%	0%	-44%[inhibitor]	-54%
CCN(CC)S(=O)(=O)c1ccc(NS(=O)(=O)c2ccc(C)c(C)c2)cc1	-11	11%	-3%	4%	0%	5%	0%	-3%	15%	0%
CS(=O)(=O)N1CCN(c2ccc([N+](=O)[O-])c(NCc3ccccc3)c2)CC1	1	-2%	0%	-26%	?	-4%	2%	-24%	-20%	2%
CC(=O)c1cccc(S(=O)(=O)NC2CCCCCC2)c1	6	-12%	6%	?	/	1%	6%	5%	-8%	-6%
O=C(CNC(=O)c1ccco1)NCC(=O)OCc1ccc(Cl)cc1	-6	3%	1%	2%	4%	-1%	-1%	-1%	3%	-2%
CCOC(=O)c1sc(=S)n(C)c1C	/	-11%	/	-14%	?	-1%	-1%	2%	-13%	/
O=C(Nc1nnc(C2CC2)o1)c1ccc(S(=O)(=O)N2CCCCC2)cc1	-8	/	14%	7%	6%	-5%	-1%	0%	-33%	-9%
COc1cccc(CNC(=O)CCC2CCCN(C(=O)c3cccc(Cl)c3)C2)c1 (centres undefined)	-16	-15%	5%	-5%	10%	-2%	-1%	2%	9%	1%
CCC(C(=O)OCC(=O)Nc1c(C)nn(-c2ccccc2)c1C)c1ccccc1 (centres undefined)	7	/	-6%	/	/	0%	3%	0%	8%	-25%
COc1cccc(Cn2cc(/C=N/NC(=O)c3cc(O)cc(O)c3)c3ccccc32)c1	23	/	2%	22%	12%	0%	-2%	?	-27%	3%
O=C(/C=C/c1ccco1)Nc1scc(-c2ccccc2)c1C(=O)O	-9	/	-1%	-3%	/	-5%	-4%	-3%	4%	9%
COc1ccc(N2C(=O)N3[C@H](c4cccc(C)c4)[C@@H]4C(=O)N(Cc5ccccc5)C(=O)[C@@H]4[C@]3(Cc3ccccc3)C2=O)cc1	-5	4%	10%	13%	-3%	-1%	-3%	2%	-20%	-6%
Cc1ccsc1C(=O)OCC(=O)NCc1ccc(Cl)cc1	-5	/	11%	/	/	-1%	2%	-4%	15%	1%
O=C1OCCC/C1=C\c1ccc2c(c1)OCO2	4	2%	2%	6%	1%	0%	11%	4%	19%	-1%
COc1ccc(NC(=O)c2c(F)c(F)c(F)c(F)c2F)cc1Cl	-3	?	/	10%	-3%	0%	0%	-7%	-6%	8%
COc1ccccc1NC(=O)C1CCCN(S(=O)(=O)c2ccc3c(c2)CC(C)N3C(C)=O)C1 (centres undefined)	-3	/	-8%	-6%	-3%	-4%	0%	-2%	-28%	7%
C[C@H](CO)N1C[C@H](C)[C@@H](CN(C)CC2CCCCC2)Oc2ccc(NC(=O)CCN3CCOCC3)cc2C1=O	3	/	-5%	/	/	-10%	/	5%	-11%	0%
CCCCn1c(N)c(N(CC(C)C)C(=O)c2oc3ccc(OC)cc3c2C)c(=O)[nH]c1=O	-3	/	16%	/	/	-1%	-1%	3%	3%	-5%
Oc1ccc(-c2[nH]ncc2-c2ccc(Cl)cc2)c(O)c1	-10	?	7%	0%	-1%	-7%	1%	-5%	19%	-7%
Cc1cccc(NC(=O)c2nc[nH]c2C(=O)NCCCCCCNC(=O)c2[nH]cnc2C(=O)Nc2cccc(C)c2)c1	11	/	5%	/	/	-2%	-11%	-5%	0%	1%
O=C(/C=C\c1ccccc1)Oc1cccc2cccnc12	-8	-2%	6%	20%	12%	2%	5%	-4%	12%	-9%
COc1ccc(OC)c(C2=C/C(=C/c3ccccn3)C(=O)O2)c1	33	25%	0%	-7%	5%	?	?	4%	?	/
Cc1cc(=O)[nH]c(N/N=C/c2ccc(F)cc2)n1	4	-5%	-14%	-2%	8%	-1%	-11%	4%	17%	-2%
Cn1nnc2cc(C(=O)Nc3ccc4ccccc4c3)ccc21	-5	-18%	-3%	-15%	1%	0%	-2%	0%	10%	-4%
CCOC(=O)c1c(NC(=O)CSc2nnc(Cc3ccccc3)o2)sc(C(C)=O)c1C	-7	-8%	5%	1%	59%[activator]	4%	14%	-3%	-25%	-2%
CC1(C)Cc2nc(-c3ccccc3)nc(SCC(=O)N3CCCC3)c2CO1	-2	/	-9%	-3%	/	-1%	4%	-2%	-2%	-5%
COc1cc([N+](=O)[O-])cc(/C=N/NC(=O)c2cccnc2)c1O	-7	/	-11%	-28%	/	1%	1%	-3%	?	7%
COc1ccc(CN(C)C(=O)c2cccc(C(=O)N(C)Cc3ccc(OC)cc3)c2)cc1	9	?	18%	9%	-5%	-1%	21%	5%	-20%	-4%
Nc1nccc(-c2nn(-c3ccc(Cl)cc3)ccc2=O)n1	-2	/	2%	-17%	?	-3%	2%	0%	4%	-5%
O=C(c1cccc(S(=O)(=O)Nc2ccccc2F)c1)N1CCN(c2ccccc2F)CC1	0	9%	2%	-3%	-3%	-3%	11%	-4%	-19%	-2%
COCCCNC(=O)C(C#N)c1nc2ccccc2nc1N1CCCC1 (centres undefined)	15	-10%	-10%	8%	-4%	?	-3%	162%[activator]	-20%	2%
COc1ccc(C(C(=O)NC2CCCC2)N(C(=O)Cc2cccs2)C2CC2)cc1OC (centres undefined)	2	2%	-1%	20%	-6%	-1%	-2%	-3%	0%	0%
CCNC(=O)CSc1ncnc2sccc12	7	7%	/	1%	-13%	-2%	0%	6%	6%	4%
Cc1ccccc1C(=O)N/N=C1\SCC(=O)N1Cc1ccco1	-11	-7%	4%	-1%	-15%	-9%	3%	1%	31%	-5%
COc1cc(-n2c(C)nc3cc(C(=O)N4CCOCC4)ccc32)cc(OC)c1OC	0	5%	-4%	-5%	-2%	-11%	-4%	1%	-17%	1%
Cc1cccc(NC(=O)c2ccc(N(C)C3CCCCC3)c([N+](=O)[O-])c2)n1	8	2%	1%	-12%	5%	-1%	1%	-7%	-28%	-1%
Cc1nn(CC(=O)NCCC2=CCCCC2)c(C)c1S(=O)(=O)N(C)C	-24	/	-1%	/	/	-2%	/	-2%	-7%	-15%
COc1ccc(N/C=C(\C#N)c2ccc(OCCCF)cc2)cc1	-1	/	0%	20%	-9%	0%	-3%	-17%	11%	0%
Cc1ccc(N/C(N)=N/c2nc3c(c(=O)[nH]2)CCCC3)c(C)c1	4	-6%	0%	7%	-13%	2%	0%	4%	10%	1%
CC(=O)NC1C(OCCOc2ccc(Cl)cc2C)OC(CO)C(O)C1O (centres undefined)	1	15%	-11%	7%	-2%	0%	3%	3%	-6%	1%

Source: PubChem BioAssay
